Bioassay records as filed in PubChem BioAssay.
TAG inh: triacylglycerol accumulation inhibition | H9c2 cells, Nile Red lipid (TAG) fluorescence; cells loaded with 200 µM oleic acid | inhibition, % at 12.5 µM | hit rate 0.66% among 230,000 | AID 651582;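 active means pattern-corrected inhibition of lipid staining of at least 50% with the nuclear-stain viability signal not falling by more than 50%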;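 further: 0% = DMSO wells and 100% = triacsin C control wells; some results filed as inactive read as strong as hits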
TAG inh DAPI viability: further read-out of TAG inh, marked with its call; DAPI nuclei signal change (viability), lower = more cytotoxic, %;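 whole-well DAPI fluorescence read on a plate reader as a viability signal; minus 50 percent equals half of cells still viable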
* = called active by the depositor; i = inactive. Not all compounds are listed; count on the stated rates, not on these rows.

SMILES	TAG inh	TAG inh DAPI viability
COc1ccc(C(=O)C2CCN(C(=O)c3ccc(F)cc3)CC2)cc1	1	0
CC(=O)Nc1cccc(NC(=O)CSc2nnc3ccc(-c4cccnc4)nn23)c1	10	5
CS(=O)(=O)N(CCc1ccccc1)CC(=O)NCc1ccccc1Cl	-2	-9
Cc1ccc(-n2ncc3c2CC(C)(C)CC3NC(=O)c2c(C)noc2C)cc1 (stereo not given)	0	-14
CC(=O)N1C[C@H]2CON(C)[C@H]2C[C@H]1c1cccc(N2CCOCC2)c1	35	-24
O=C(NC1CC1)C1=C[C@H](c2coc3ccccc3c2=O)C[C@H](OCc2ccc(CO)cc2)O1	-11	-13
Cc1ccc2nc3c(c(C(=O)OCC(=O)N(C)C4CCS(=O)(=O)C4)c2c1)CCCC3 (stereo not given)	11	-1
COc1ccccc1C(=O)NCCC(=O)NCC(c1ccco1)N1CCCCC1 (stereo not given)	-3	3
Cc1cc(/C=C(\C#N)C(=O)NCc2ccco2)c(C)n1C1CCCC1	-6	-4
CCOC(=O)c1ccccc1NC(=O)COC(=O)CN1C(=O)C2CC=CCC2C1=O (stereo not given)	-1	6
Cc1ccc(NC(=O)CN2C(=O)NC3(CCCc4ccccc43)C2=O)c(Cl)c1 (stereo not given)	7	7
CC(C)(C)c1ccc(OCC(=O)Nc2ccc3c4c(cccc24)C(=O)NC3=O)cc1	7	-4
CCN(c1ccccc1)c1nc(=O)c2cccnc2s1	-1	5
Cc1cc(C)c(NC(=O)CNC(=O)c2ccccc2OCc2c(C)noc2C)c(C)c1	9	5
O=C(NC1CCCCC1)c1ccc(S(=O)(=O)N2CCCCC2)cc1	16	-16
COC(=O)c1cc(NC(=O)c2ccc(F)cc2)cc(C(=O)OC)c1	1	3
Cn1nccc1C(=O)Nc1ccccc1C(=O)O	3	-9
COc1ccc(-c2csc(N(CC(C)C)C(=O)c3ccco3)n2)cc1	-27	3
FC(F)Oc1ccccc1/C=N/n1cnc2ccccc21	27	-8
COc1ccccc1C(=O)N1CCC(N2CCN(c3ccccc3OC)CC2)CC1	4	-2

Compound profiles, as listed above:
Cc1ccc2nc3c(c(C(=O)OCC(=O)N(C)C4CCS(=O)(=O)C4)c2c1)CCCC3 (stereo not given) reads TAG inh: 11; TAG inh DAPI viability: -1
Cc1cc(/C=C(\C#N)C(=O)NCc2ccco2)c(C)n1C1CCCC1 reads TAG inh: -6; TAG inh DAPI viability: -4

Carrying on.
SMILES	TAG inh	TAG inh DAPI viability
NC(=O)C1CCN(C(=O)c2ccc(F)c(S(=O)(=O)N3CCOCC3)c2)CC1	-4	-2
Clc1ccccc1-c1ccc(/C=N/Nc2nncc(-c3ccccc3)n2)o1	7	6
C[C@@H]1CN([C@@H](C)CO)C(=O)c2cc(Br)cnc2O[C@@H]1CN(C)Cc1ccc(Oc2ccccc2)cc1	3	12
CC(C)CC(=O)NS(=O)(=O)c1ccc(NC(=O)c2ccco2)cc1	-4	-2
CC1(C)Cc2c(C#N)c(NCCCO)nc(-c3ccccc3)c2CO1	4	21
O=C(c1ccncc1)c1ccc(NC(=O)c2cccs2)cc1	-4	-21
O=C(c1cccs1)N1CCc2c([nH]c3ccccc23)C1c1ccc(Cl)cc1 (stereo not given)	-3	9
COc1ccc(-n2nc(C(=O)NCC(=O)NCc3ccco3)c3ccccc3c2=O)cc1	7	-11
CC(C)(C)OC(=O)N(CCc1ccccc1)Cc1ccc(OCc2cccc(NC(=O)C3CC3)c2)cc1	2	3
COc1ccc(N2CCN(CC(O)COCc3ccccc3)CC2)cc1 (stereo not given)	-4	-5
COc1ccccc1C(=O)COC(=O)Cc1ccccc1F	4	-8
CNC1(C)[C@H]2CC[C@H](C2)C1(C)C (stereo not given in full)	1	1
COC(=O)COc1ccc(-c2ccccc2)cc1C=O	5	-3
Cn1c(C(N)=O)cnc1Sc1ncc(C(F)(F)F)cc1Cl	13	-8
CC(C)C[C@@H](CO)N1CCN(C)CCC1=O	-7	-2
O=C(COC(=O)/C=C/c1ccco1)NCc1ccc(Cl)cc1	-8	-1
CCN(Cc1ccncc1)C(=S)Nc1ccc(Cl)cc1	4	-5
COc1ccc(C(=O)N2CCN(C)C(=O)[C@@H]2C)cc1OC1CCN(C(C)C)CC1	-15	1
O=C(O)/C(=C\c1ccc(Cl)cc1)c1ccc(S(=O)(=O)N2CCCC2)s1	-5	11
NC(=O)CSc1nnnn1-c1ccc2c(c1)OCCO2	-10	7

Overlap with the part before: six entries, then new ones.
SMILES	TAG inh	TAG inh DAPI viability
CC(C)C[C@@H](CO)N1CCN(C)CCC1=O	-7	-2
O=C(COC(=O)/C=C/c1ccco1)NCc1ccc(Cl)cc1	-8	-1
CCN(Cc1ccncc1)C(=S)Nc1ccc(Cl)cc1	4	-5
COc1ccc(C(=O)N2CCN(C)C(=O)[C@@H]2C)cc1OC1CCN(C(C)C)CC1	-15	1
O=C(O)/C(=C\c1ccc(Cl)cc1)c1ccc(S(=O)(=O)N2CCCC2)s1	-5	11
NC(=O)CSc1nnnn1-c1ccc2c(c1)OCCO2	-10	7
CCN(CC(=O)Nc1ccccc1OC)C(=O)CN1C(=O)NC2(CCCC2)C1=O	8	1
COC(=O)c1ccccc1NC(=O)C(C)NS(=O)(=O)c1ccc(OC)cc1 (stereo not given)	17	-8
Cc1ccc(S(=O)(=O)N(C)CC(=O)NCC(c2ccco2)N(C)C)cc1 (stereo not given)	-3	3
CCOc1ccc(NC(=O)c2ccc(NS(=O)(=O)c3cccc4cccnc34)cc2)cc1	-3	0
O=C(C(Cl)Cl)N1CC2CCC(CC2)C1	5	4
O=C(NCC1CCCN1S(=O)(=O)c1cccs1)C(=O)Nc1ccccc1F (stereo not given)	-5	-6
O=C(CN1CCN(c2ccccn2)CC1)NC1CCCCC1	11	-7
O=C(Nc1nc(-c2ccc(S(=O)(=O)N3CCCCCC3)cc2)cs1)c1cccs1	51*	-11*
CCCCOC(=O)CCn1c(=S)oc2ccccc21	13	-6
COc1ccc(CN2CCN(C3CCOCC3)CC2CCO)c(C)c1C (stereo not given)	-3	5
CN1CCN(CCCNC(=O)c2ccc(/C=C3\Sc4ccccc4N(Cc4ccc(F)cc4)C3=O)cc2)CC1	-3	20
CCOC(=O)C1NC(=O)CC1c1ccccc1 (stereo not given)	-2	-1
Cc1ccc(CSCC(=O)N(C)CC(=O)Nc2ccc(C)cc2)cc1	-32	-4
O=C(Nc1ccccc1)NN1CC(=O)N(c2ccc(Cl)cc2)CC1=O	12	-2
C=CCn1c(CSc2nnc(-c3ccccc3)n2C)n[nH]c1=S	7	-3
CCn1c(C)[n+](CCCS(=O)(=O)[O-])c2cc(Cl)c(Cl)cc21	-8	8
O=C(COc1ccccc1Cl)NCCCN1CCOCC1	-17	-4
O=C(Nc1cccc(C(=O)O)c1)Nc1ccc2c(c1)OCO2	-2	7
CCC(=O)N1CCC(C)(C(=O)Nc2ccc(OC)c(OC)c2)C1 (stereo not given)	-11	12
CC(=O)Nc1cccc(-c2ccnc3c2CC(C)(C(=O)Nc2ccccc2)O3)c1 (stereo not given)	10	-18
Cc1occc1C(=O)NC1CCCCCC1	-3	5
O=C(CC1SC(N2CCCCC2)=NC1=O)Nc1cccc(C(=O)NCc2ccc(F)cc2)c1 (stereo not given)	1	1
CCOC(=O)C1=C(C)NC(=O)NC1c1ccc(-c2ccc(Cl)cc2)o1 (stereo not given)	-3	10
C[C@H](CO)N1C[C@H](C)[C@@H](CN(C)Cc2ccc(-c3ccccc3)cc2)Oc2c(NS(=O)(=O)c3ccccc3)cccc2C1=O	-38	-2
CC1(C(=O)Nc2cccc3ncccc23)CCN1C(=O)CCc1ccccc1 (stereo not given)	7	2
CCC(=O)Nc1nc(-c2ccc3c(c2)CC(C)N3S(C)(=O)=O)cs1 (stereo not given)	1	-18
CCn1c2ccccc2c2cc(NC(=O)c3cccc([N+](=O)[O-])c3)ccc21	11	-6
Cc1cc(C)c(CN2CCC(n3nccc3NC(=O)C3CCOC3)CC2)cc1C (stereo not given)	12	-4
CSc1ccc(CN2CCN(CCC(C)C)C(CCO)C2)cc1 (stereo not given)	-4	4
CN1CCN(c2nc(C(N)=O)cc(-c3ccccc3)n2)CC1	24	11
COc1ccc(CNC(=O)C(=O)NC2CC(C)(C)NC(C)(C)C2)cc1	-4	6
Cc1sc(N/N=C/c2ccco2)nc1-c1ccccc1	11	2
Cc1ccc(C)c2c(N)c3c(nc12)CCCCC3 (tested in a mixture with another compound)	12	8
CCN1C(=O)[C@H]2[C@H]3CN=C(SCc4ccc(C)cc4)N3[C@@](Cc3ccccc3)(C(=O)OC)[C@H]2C1=O	2	0
Cc1ccc(-c2nnc(NC(=O)c3c(F)cccc3Cl)s2)cc1	1	-4
COC(=O)[C@]1(C)N[C@H](CN(C)C(=O)C2CCCCC2)[C@@H]2C(=O)N(C)C(=O)[C@@H]21	-1	3
CCc1ccc2oc(-c3cccc(N)c3)nc2c1	12	10
COc1cc(/C=N/NC(=O)c2cccnc2)ccc1OC(=O)c1ccc2c(c1)OCO2	-3	-3
COc1ccc(C(=O)Nc2ccc(-c3ccc(NC(=O)c4ccc(OC)cc4)c(OC)c3)cc2OC)cc1	21	i
CCOc1ccccc1C1C(C(N)=O)=C(C)Nc2nc(-c3ccccc3Cl)nn21 (stereo not given)	-13	2

Structural class: the compounds so far containing a COOH group.
SMILES	TAG inh	TAG inh DAPI viability
Cn1nccc1C(=O)Nc1ccccc1C(=O)O	3	-9
O=C(O)/C(=C\c1ccc(Cl)cc1)c1ccc(S(=O)(=O)N2CCCC2)s1	-5	11
O=C(Nc1cccc(C(=O)O)c1)Nc1ccc2c(c1)OCO2	-2	7

Further results:
SMILES	TAG inh	TAG inh DAPI viability
O=C(Cn1nnc(-c2ccc(CN3CCOCC3)cc2)n1)N(c1ccccc1)c1ccccc1	-1	6
COc1ccc([N+](=O)[O-])cc1NC(=O)Cc1noc2ccccc12	0	-6
CC(=O)Nc1cccc(-c2ccnc3c2CC(C(=O)NCc2ccco2)O3)c1 (stereo not given)	44	-49
CCN1C(=O)C2C(C1=O)N1C(c3ccccc3)C3C(=O)N(CC)C(=O)C3N1C2c1ccccc1 (stereo not given)	-8	8
CC1CC1C(=O)OCC(=O)Nc1cc(S(=O)(=O)N2CCCCC2)ccc1Cl (stereo not given)	-5	-2
COc1cc(OC)cc(C(=O)NNC(=O)C(CCC(N)=O)NS(=O)(=O)c2ccc(Cl)cc2)c1 (stereo not given)	-4	1
COc1ccc(OCCCCc2c(C)n[nH]c2C)cc1	-7	4
O=[N+]([O-])c1cc(C(F)(F)F)cc([N+](=O)[O-])c1NCCNC(=S)Nc1cccc(F)c1	1	-1
O=C1C2C(c3ccccc3)CC=CC2[C@H](c2ccoc2)N1Cc1ccccc1 (stereo not given in full)	1	-5
COc1ccc(-c2n[nH]c(=S)n2-c2ccc(C)cc2C)cc1	1	1
Nc1ccc(CCc2ccccn2)cc1	-7	11
Cc1ccc(NC(=O)CSc2ccccc2)cc1S(=O)(=O)N1CCCCC1	-8	3
Cc1nc2cc(O)ccc2n1C	13	-11
Cc1ccc(CCNc2ccccc2)c[n+]1[O-]	2	-13
COc1cc(CN(C)C(=O)C(=O)c2c[nH]c3ccccc23)ccc1O	-2	0
O=c1cc(O)sc2ccccc12	-18	9
COC(=O)CCCC(=O)NC1CC(C)(C)Cc2c1cnn2-c1ccc(C)cc1 (stereo not given)	-14	9
Cc1nn(-c2ccccc2)c(Cl)c1C(=O)OC(C)C(=O)Nc1ccc2c(c1)OCO2 (stereo not given)	8	-12
O=c1nc(-c2ccccc2)cc(-c2ccccc2)[nH]1	7	7
CCN1C(=O)C(=CC=CN(C)c2ccccc2)SC1=S	-60	1

Two compounds picked at random from the list so far:
SMILES	TAG inh	TAG inh DAPI viability
COC(=O)CCCC(=O)NC1CC(C)(C)Cc2c1cnn2-c1ccc(C)cc1 (stereo not given)	-14	9
O=c1nc(-c2ccccc2)cc(-c2ccccc2)[nH]1	7	7

Later entries
SMILES	TAG inh	TAG inh DAPI viability
C=COCCNC(=O)C(=O)NCC(C)C	2	-17
CC(=O)NCCn1c(C)cc2ccccc21	14	1
CCOc1ccc(OCC)c(NC(=O)C2CCN(c3ncccn3)CC2)c1	11	2
CCC/C=C/c1ccc(CN2C(C)C(=O)N(Cc3cn(CCC4OCCCO4)nn3)CCS2(=O)=O)cc1 (stereo not given)	-4	0
O=C(CSc1nnc(Nc2ccccc2F)s1)NC(=O)CN1CCCC1=O	2	3
CCCC(=O)N(c1ccc(OCC)cc1)S(=O)(=O)c1ccc2c3c(cccc13)C(=O)N2C	-26	9
COc1ccc2c(c1OC)CN(C)CCc1cc3c(cc1C(=O)C2)OCO3	-1	-9
COc1ccc(-n2c(N)c(C#N)c3ccc([N+](=O)[O-])cc3c2=O)cc1	0	1
CCOc1ccc(NC(=O)CN(C)C(=O)c2ccc3[nH]c4c(c3c2)CC(C)CC4)cc1OCC (stereo not given)	35	6
Cc1ccc(CNC(=O)C2CC(c3cccc(F)c3)=NO2)cc1 (stereo not given)	-10	-5
O=C(NNC(=O)C1CCC1)c1ccc(F)cc1	3	-12
CCCCN1C(=O)C(=O)N(CC(=O)N2CCN(c3ccccc3)CC2)C1=O	10	2
Cc1ccc(S(=O)(=O)Nc2cccc(Cl)c2)cc1NC(=O)c1cccnc1	-7	10
CCC(=O)N1CCc2cc(Br)cc(S(=O)(=O)CC(=O)OC)c21	5	-5
O=C(NC1CCCCC1)C(=O)c1c[nH]c2ccccc12	-1	3
CCOC(=O)COc1ccc2c(=O)cc(-c3ccccc3)oc2c1	-19	5
O=C(OCC(=O)N1CCCCC1)c1c[nH]c2ccccc12	9	-6
COCCNC(=O)C(c1cccnc1)N(Cc1ccccc1)C(=O)Cn1nnc2ccccc21 (stereo not given)	-14	4
